12-LOX inh: Primary qHTS assay for inhibitors of human arachidonate 12S-lipoxygenase (ALOX12): Round 2. Polyunsaturated fatty acid lipoxygenase ALOX12 (Homo sapiens), P18054. purified 12hLO, xylenol orange hydroperoxide absorbance. Potency, µM (doses to about 108 µM), inactives show at the highest dose activity change, negative = inhibition, hits mostly inhibitors. 1.1% of 580,000 active. AID 1671190, 2021; active means well fitted inhibition curve with a large enough effect; inconclusive means small, poorly fitted or top-dose-only effect, or another doubt; inactive means no such curve, though single readings can be large or run the other way
Target sequence (P18054 whole entry, looked up): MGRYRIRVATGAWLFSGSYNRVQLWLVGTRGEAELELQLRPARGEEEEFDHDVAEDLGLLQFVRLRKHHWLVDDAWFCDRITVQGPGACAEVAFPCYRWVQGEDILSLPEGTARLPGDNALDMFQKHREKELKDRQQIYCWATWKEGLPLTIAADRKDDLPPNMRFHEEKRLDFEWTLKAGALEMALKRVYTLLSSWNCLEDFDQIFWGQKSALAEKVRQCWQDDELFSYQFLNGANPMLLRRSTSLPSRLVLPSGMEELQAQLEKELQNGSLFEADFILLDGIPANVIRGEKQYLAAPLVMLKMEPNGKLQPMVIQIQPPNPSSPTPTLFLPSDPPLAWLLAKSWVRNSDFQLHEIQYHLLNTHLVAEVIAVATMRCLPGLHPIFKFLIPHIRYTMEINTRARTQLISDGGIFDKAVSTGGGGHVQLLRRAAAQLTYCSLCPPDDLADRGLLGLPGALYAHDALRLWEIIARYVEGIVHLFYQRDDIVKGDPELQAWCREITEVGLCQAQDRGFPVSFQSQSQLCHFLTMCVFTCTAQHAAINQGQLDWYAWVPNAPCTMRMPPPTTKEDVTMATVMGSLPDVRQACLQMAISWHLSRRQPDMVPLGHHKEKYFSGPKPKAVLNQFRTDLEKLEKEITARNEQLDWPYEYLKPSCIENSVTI
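Hydroperoxide product was detected by ferrous iron/xylenol orange as the 573 to 405 nm absorbance ratio. Arachidonic acid at 40 uM (final) was turned over for 30 min at room temperature by 150 nM human 12hLO, pH 7.0 Hepes buffer, after 15 min compound preincubation.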
Starred values were filed as active, the others as inactive; u = inconclusive; [ ] = remark or other dose. On the % scale 0 is the no-effect control and ±100 the full control effect; potency means the concentration at half of the fitted maximal effect. These rows are one share of the data; the hit share may differ from the screen's.

SMILES	12-LOX inh
Cc1noc2c(Nc3ccc(C(N)=O)cc3)cc(-c3ccsc3)nc12	-17%[176 µM]
COc1ccc(-n2nc(C3CCN(C(=O)c4ccc(F)cc4)CC3)[nH]c2=O)cc1	u
Cc1cccc(CC(=O)NC(Cc2ccccc2)C(=O)NCc2cc(=O)n(C)c(=O)n2C)c1 (stereo not given)	24%
CCc1nc2cc(N3CCC(C(=O)N4CCN(C)CC4)CC3)cnc2nc1CC	-5%
O=C(OCc1cccc(C(F)(F)F)c1)c1ccccc1C(=O)c1ccc(Cl)c([N+](=O)[O-])c1	2%
CC[C@H]1CN(C(C)=O)CC[C@H]1CC(=O)Nc1ccccc1	37%[176 µM]
CNC1C2CC3CC(C2)CC1C3 (stereo not given)	u
CC(C)Oc1ccc(CNC(=O)C2Cn3cccc3C(=O)N2)cc1 (stereo not given)	31%
O=C(Nc1ccc2c(c1)OCO2)c1cc(=O)c(OCc2ccccc2F)co1	18%
Cc1ccc(S(=O)(=O)N2CCC(C(NC(=O)c3ccccc3)C(=O)NCC(C)C)CC2)cc1 (stereo not given)	1%
COc1ccc(N2Cc3c(NCc4ccc(F)cc4)ncnc3N(C)CC2=O)cc1	22%
COc1ccc([C@@H]2[C@@H](C(=O)N3CCOCC3)CC(=O)N2C(=O)CCc2ccccc2)cc1	22%
COc1ccc(C(=O)OCc2ccccc2F)c(OC)c1OC	5%
COc1ccc(CNC(=O)C2CCN(C(=O)C3CN(c4ccc(OC)cc4)C(=O)N3)C2)cc1 (stereo not given)	6%
C[C@H](CO)N1C[C@H](C)[C@@H](CN(C)S(=O)(=O)c2ccccc2)OCc2cnnn2CCCC1=O	u
CN(CC(=O)Nc1ccc(Cl)c(Cl)c1)CC(=O)N(C)C1(C#N)CCCCC1	-32%
O=C(O)CCc1ccnc(N2CCCC2)c1	6%
Cc1nc(-n2nc(C)c(Cl)c2C)sc1C(=O)N1CCCCC1C (stereo not given)	25%
O=C(Nc1cc(F)cc(F)c1)N1CCC(Oc2ncccc2C(=O)N2CCOCC2)C1 (stereo not given)	4%
Cc1cccc(NC(NC(=O)c2ccc(Br)cc2)C(Cl)(Cl)Cl)c1 (stereo not given)	-28%
Cc1noc([C@@H]2C[C@H](NS(=O)(=O)c3cccc4cccnc34)CN2C)n1	15%[176 µM]
COc1cccc(-c2noc(-c3ccc(NCCn4cccn4)nc3)n2)c1OC	3%
COc1ccccc1-c1ccnc2c1c(=O)[nH]c(=O)n2CC1CCCO1 (stereo not given)	-26%
O=C(NCCCc1ccccc1)c1n[nH]c2c1CN(C(=O)c1ccc(Cl)cc1)CC2	-17%
COCCN(CCCc1ccccc1)CC(=O)N(C)C	23%
CCN1C(=O)CCN(C(=O)C2CCCC2)CC12CCOCC2	21%
O=C(O)CC1COCCN1C(=O)c1cc(-n2cccn2)ccc1Cl (stereo not given)	5%
C[C@@H]1CN(C(=O)CCN2CCCCCC2=O)C[C@]1(C)O	14%
CN1C[C@H](O)C[C@H]1c1nnc2n1CCN(Cc1ccc(C(F)(F)F)cc1)C2	49%[activator]
CN(C)C(=O)CNC(=O)c1cccc(S(=O)(=O)NCC2CCOC2)c1 (stereo not given)	10%
O=C(CN1C(=O)NC2(CCCCC2)C1=O)Nc1cccc(Br)c1	u
CCC(C)N(CCNC(=O)Cn1nc(Cc2cccnc2)c2ccccc2c1=O)Cc1ccco1 (stereo not given)	9%
COc1ccc(NC(=O)c2cccc(NC(=O)c3ccc(Br)o3)c2)cc1	u
O=C(O)Cn1cc(C(C(=O)O)N2CCN(Cc3ccncc3)CC2)c2ccccc21 (stereo not given)	u
CNC[C@H]1OCc2cnnn2CCCC(=O)N([C@@H](C)CO)C[C@@H]1C	26%
Cc1ccc(-c2cn(CC3CCCN(c4cc(C)nc(N)n4)C3)nn2)cc1 (stereo not given)	41%[activator]
COCCCNCc1cc(=O)oc2ccc3ccccc3c12	41%[activator]
Cc1ccc(CNC(=O)C2CC2)cn1	25%
Cn1nccc1C(=O)N1CCCC(c2nnnn2C)C1 (stereo not given)	39%[activator]
CS(=O)c1ccc(C(=O)Nc2ccc(N3CCOCC3)cn2)cc1 (stereo not given)	-29%
Cc1ccc(CN2C(=O)NC3(CCN(C(=O)c4cccc(Cl)c4)C3)C2=O)cc1 (stereo not given)	u
COCCOc1ccnc(-c2noc([C@@H]3CCCN3CC(C)(C)C)n2)c1	46%[activator][176 µM]
COCCOc1ccnc(-c2noc([C@@H]3CCCN3Cc3ccc(Cl)cc3)n2)c1	22%[176 µM]
Cc1ccc(S(=O)(=O)N2CC3(O)CN(C(=O)OC(C)C)N(C(=O)OC(C)C)CC3(OC(=O)NCc3ccccc3)C2)cc1 (stereo not given)	-16%
Cc1cc2c(cc1C)-c1ccccc1C2=O	32%[activator]
CCCNC(=O)CSc1nc2ccsc2c(=O)n1C	84%[activator]
COCCNC(=O)C1(C)CCCN(CCOc2ccc(Cl)cc2)C1 (stereo not given)	-9%
CC1(C)C2CCC1(C)C(OC(=O)C[N+]1(C)CCOCC1)C2 (stereo not given)	u
C=CCNC(=O)N[C@H]1[C@H](O)[C@@H](N2CCCCC2)[C@@H]2OC[C@H]1O2	-15%[176 µM]
Cc1ccc2nc(/C(C#N)=C\C3CC4C=CC3C4)[nH]c2c1 (stereo not given)	u
The list goes on:
SMILES	12-LOX inh
O=C(Nc1ccc(N2CCOCC2)cc1)c1csc([C@H]2C[C@H](O)[C@@H](CO)O2)n1	21%
COc1ccc(-c2noc(-c3cccn3CC(=O)Nc3cccc(C#N)c3)n2)cc1F	u
Cc1ccc(Nc2nc(C)cc(C)c2C#N)c(C)c1	1%
Cc1ccsc1C(=O)NNC(=S)NC(C)C	3%
CC(c1ccc(F)cc1)N(C)Cc1nc2sccn2c1Br (stereo not given)	-2%
CN(C)C[C@@H]1CN(S(C)(=O)=O)C[C@H]1NC(=O)c1cncn1C	41%[activator]
COc1cccc(-c2nc3c([nH]2)CN(c2cc(C4CC4)ncn2)CC3)c1	70%[activator]
CC(=O)Oc1ccccc1C(=O)Oc1ccc(F)cc1	-2%
CNC(=S)N(C)Cc1ccccc1Br	-4%
CONC(=O)COc1ccc(C#N)cc1	7%
COCCOCC(=O)N1CCCCCCNC(=O)[C@@H]2CCCC[C@@H]21	15%
Cc1c(CN2CCOc3c(O)cc(-c4nc5ccccc5s4)cc3C2)cnn1C	-7%
O=C(Cc1c[nH]c2ncc(-c3cccnc3)cc12)N1CCN(c2ccccn2)CC1	0%[176 µM]
C=CCN1[C@@H](C)COc2cccc(N3CCCC3)c2S1(=O)=O	10%
CC1(COc2ccccc2)COc2ccc(C(=O)NCCc3ccccc3)cc2N1 (stereo not given)	1%[176 µM]
CC(C)(CNC(=O)C1(c2ccc(F)cc2)CCC1)C(N)=O	-21%
COc1ccc(-c2cc(C(=O)NC(C)(CO)CO)c3ccccc3n2)cc1	u
CC(C)C(=O)Nc1ccc2c(C(C(=O)O)N3CCN(c4ncccc4C#N)CC3)c[nH]c2c1 (stereo not given)	-25%
Cc1ccc(C(=O)NC2CCN(c3cc(-c4ccccc4)[nH]n3)C2)cc1 (stereo not given)	12%
CCc1cccc(NC(=O)C2Cn3cccc3C(=O)N2)c1 (stereo not given)	-6%

Among those listed so far, these have a thiophene ring, fused or not.
SMILES	12-LOX inh
Cc1noc2c(Nc3ccc(C(N)=O)cc3)cc(-c3ccsc3)nc12	-17%[176 µM]
CCCNC(=O)CSc1nc2ccsc2c(=O)n1C	84%[activator]
Cc1ccsc1C(=O)NNC(=S)NC(C)C	3%

Later entries
SMILES	12-LOX inh
Cc1ccc(S(=O)(=O)N(C)[C@H]2C[C@H]3c4[nH]c5cccc(-c6ccccc6)c5c4CCN3C(=O)[C@H]2[C@H](C)O)cc1	-3%
O=C1NCCCCCCN[C@H]2C[C@H](C(=O)N3CCN(c4ccccn4)CC3)C[C@@H]12	25%
Cc1oc2cc(OC(C)C(=O)Nc3ccc(N4CCOCC4)cc3)ccc2c(=O)c1-c1ccccc1 (stereo not given)	2%
O=S1(=O)CC(N2CCC(c3ccccc3)CC2)CN1Cc1ccc(F)cc1 (stereo not given)	u
O=[N+]([O-])c1ccc(CON=C2CCC3(CC2)OCCO3)cc1	5%
COc1ccc(NC(=O)O[C@@H]2CC[C@]3(C)C(CC[C@@H](O)[C@H]3CC(=O)NCc3ccccc3OC)[C@]2(C)CO)cc1 (stereo not given in full)	-16%
O=C(C[C@H]1NC(=O)c2ccccc2NC1=O)Nc1n[nH]c(CCc2ccccc2)n1	56%[activator]
CC(C)=CCS(=O)(=O)Cc1cccc2ccccc12	-25%
Cc1ccncc1-c1c(C)nn2c1N(C(=O)c1scnc1C)CCC2	u
NC1C[C@H](Cn2cc(-c3cccnc3)nn2)[C@@H](O)[C@H]1O (stereo not given in full)	u
Cc1cc(C(=O)CSc2nnc(CN3CCCC3)n2-c2ccccc2)c(C)n1C	-1%
Cc1c(Cl)cccc1NC(=O)C12CC3CC(CC(C3)C1)C2	31%[activator]
COc1ccc(-c2nc(CN3CCCC3c3ccsc3)co2)cc1 (stereo not given)	u
O=C(NCc1ccccc1Cl)C1CCN(c2cnc3nccnc3c2)CC1	44%[activator]
CCCC(=O)Nc1cccc(C(=O)NC(C(=O)O)c2c(C)n[nH]c2C)c1 (stereo not given)	24%
Cc1ccc2[nH]c(=O)c(CCC(=O)NCc3ccncc3)cc2c1	u
CCc1nc2c(OCc3ccc(C#N)cc3)cccn2c1N(C)C(=O)c1ccc(C)cc1	u
CC(NC(=O)C1CCCN1C(=O)c1cccs1)c1ccc(Cl)cc1Cl (stereo not given)	-4%
CC(C)(C)NC(=S)N1CCC2CC1c1c(Cl)cccc12 (stereo not given)	-5%
O=C(Nc1ccc(Cl)nc1)c1cc2cccnn2n1	-26%[176 µM]
O=C(CCc1nc2ccccc2s1)N1CCN(C(=O)N2CC3CC(C2)[C@H]2CCCC(=O)N2C3)CC1 (stereo not given in full)	-17%
O=C(/C=C/c1ccc(F)cc1)NCCc1c[nH]c2ccccc12	-25%
CC1CCCCN1CCCOC(=O)c1ccc(OC2CCCCC2)cc1 (stereo not given)	-10%[22.9 µM]
Cc1oc(-c2ccccc2)nc1C12CC3CC(CC(C3)C1)C2	-19%
CC1CCCN(C(=O)CCN2CCN(CCc3ccccc3)CC2)C1 (stereo not given)	6%
COc1cccc(C2c3c(n[nH]c3C)Nc3[nH]c(=O)[nH]c(=O)c32)c1O (stereo not given)	-15%
N#Cc1ccc(C(=O)N2CCC3(CC2)NC(=O)N(Cc2ccccc2Cl)C3=O)cc1	-9%
CCC(C(=O)NCc1ccccc1)n1c(-c2cccs2)nc2ccccc21 (stereo not given)	u
COc1ccc(Oc2c(OC)cc(NCc3ccc(CN)cc3)c3ncccc23)cc1	-19%
Cc1ccc(-c2nc(Cn3cccc(C(F)(F)F)c3=O)co2)cc1	8%

Sorted by value in 12-LOX inh (smallest number first): some entries from above
SMILES	12-LOX inh
Cc1oc(-c2ccccc2)nc1C12CC3CC(CC(C3)C1)C2	-19%
O=C(CCc1nc2ccccc2s1)N1CCN(C(=O)N2CC3CC(C2)[C@H]2CCCC(=O)N2C3)CC1 (stereo not given in full)	-17%
COc1cccc(C2c3c(n[nH]c3C)Nc3[nH]c(=O)[nH]c(=O)c32)c1O (stereo not given)	-15%
N#Cc1ccc(C(=O)N2CCC3(CC2)NC(=O)N(Cc2ccccc2Cl)C3=O)cc1	-9%
CC1CCCN(C(=O)CCN2CCN(CCc3ccccc3)CC2)C1 (stereo not given)	6%
Cc1ccc(-c2nc(Cn3cccc(C(F)(F)F)c3=O)co2)cc1	8%

Three entries from above, sorted by count of non-hydrogen atoms, low to high.
SMILES	12-LOX inh
COc1cccc(C2c3c(n[nH]c3C)Nc3[nH]c(=O)[nH]c(=O)c32)c1O (stereo not given)	-15%
COc1ccc(Oc2c(OC)cc(NCc3ccc(CN)cc3)c3ncccc23)cc1	-19%
O=C(CCc1nc2ccccc2s1)N1CCN(C(=O)N2CC3CC(C2)[C@H]2CCCC(=O)N2C3)CC1 (stereo not given in full)	-17%

Other results follow.
SMILES	12-LOX inh
O=C(COC(=O)Cc1c(Cl)cccc1Cl)NCc1ccccc1	-12%
CCOCCCNC(=O)C1Cn2cccc2C(=O)N1 (stereo not given)	40%[activator]
O=C(Nc1ccc([C@H]2OCC(=O)N(Cc3ccccc3)[C@@H]2CO)cc1)C1CCOCC1	15%[176 µM]
CC(=O)Nc1ccc(S(=O)(=O)NCC2CCN(C(=O)C(=O)c3cccs3)CC2)cc1	0%
COc1ccc(CCNC(=O)c2ccc3c(c2)N(C)C2CCCCN2C3=O)cc1OC (stereo not given)	28%
COc1ccc(C(=O)N2CCC3(CC2)NC(=O)N(c2ccc(F)cc2)N3)cc1F	2µM*
COc1cc(CNCCOc2ccccc2)ccc1OCC(O)CN1CCOCC1 (stereo not given)	15%
COC1CCN(c2ccc(C(=O)N3CCC(N4CCOCC4)CC3)cn2)CC1	7%
O=C(/C=C/c1cccc(Cl)c1Cl)c1ccc(OC(F)F)cc1OC(F)F	0%
CC(C)(C)C(=O)Nc1ccc(C(=O)Nc2ccc(NC(=O)c3ccc(NC(=O)C(C)(C)C)cc3)c(Cl)c2)cc1	3%
O=C(c1ccc2ncccc2c1)N1CCCCCC1c1nnc(-c2ccccc2)o1 (stereo not given)	23%
O=C(NC1CCCN(c2cc(-c3ccccc3)[nH]n2)C1)c1ccccc1Cl (stereo not given)	85%[activator]
O=C(c1ccc(Cl)cc1Cl)C(Br)C(O)C(Cl)(Cl)Cl (stereo not given)	u

Screening data deposited in PubChem BioAssay by National Center for Advancing Translational Sciences (NCATS).
